H1N1 NS1A inhibition = H1N1 influenza NS1A inhibitors, functional cell based assay (AID 504329) | inhibition, % at 12.5 µM, or IC50 in µM where a hit was titrated | NS1A functional cell-based assay, percent inhibition; higher % means a stronger effect | 340,000 tested, 0.3% active; in the data active = a potency from the dose series; inconclusive = inhibition above about 27% without an active follow-up result; also: strong numbers were not always called active
H37Rv inhibition = M. tuberculosis growth inhibition, HTS (AID 449762). M. tuberculosis H37Rv growth inhibition, 7H9 media; higher % means a stronger effect. inhibition, % at 25 µM, or IC50 in µM where a hit was titrated. 330,000 tested, 0.59% active; in the data active = a potency from the dose series; inconclusive = inhibition above about 70% without an active follow-up result;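 also: bacterial growth assessed after seven days of incubation; strong numbers were not always called active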
M. tuberculosis = growth inhibition of non-replicating M. tuberculosis (AID 488890); Mycobacterium tuberculosis non-replicating, growth inhibition; higher % means a stronger effect; inhibition, % at 25 µM; hits with a dose series show IC50 in µM; 320,000 tested, 0.39% active; in the data active = a potency from the dose series; inconclusive = inhibition mostly from about 82% at the one dose, without a potency; inactive = the rest, 99 in 100 with inhibition below about 76%;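 also: plate controls were DMSO cells for no effect and high antibiotic wells for full effect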
inhibitors of VEEV = inhibitors of VEEV TC-83 cytopathic effect, confirmation, Vero cells (AID 588727) | Vero cells, VEEV TC-83 cytopathic effect inhibition; higher % means a stronger effect | one-dose inhibition, % at 20 µM; IC50 in µM for titrated hits | 350,000 tested, 0.13% active; in the data active = a potency from the dose series; inconclusive = inhibition mostly from about 14% at the one dose, without a potency; inactive = the rest, 99 in 100 with inhibition below about 12%; also: strong numbers were not always called active
PhoP GFP inhibition = PhoP regulon inhibitors, Salmonella typhi PhoP promoter GFP reporter, confirmatory (AID 1850); Salmonella Typhi PhoP-promoter GFP reporter, fluorescence, 4 h; higher % means a stronger effect; inhibition, % at 50 µM; hits with a dose series show IC50 in µM; 310,000 tested, 0.33% active; in the data active = a potency from the dose series; inconclusive = inhibition mostly from about 25% at the one dose, without a potency; inactive = the rest, 99 in 100 with inhibition below about 19%;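 also: 0% = induced wells with vehicle and 100% = uninduced wells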
inhibitors of VEEV 10K pilot screen = second read-out of inhibitors of VEEV, no call of its own (marks repeat the call); inhibition, %; measured here: 10K pilot screen inhibition
* = called active by the depositor; i = inactive; ? = inconclusive; nt = not tested or not shown.

Sample of the layout, 16 compounds:
SMILES	H1N1 NS1A inhibition	H37Rv inhibition	M. tuberculosis	inhibitors of VEEV	PhoP GFP inhibition	others
Cc1nc2c(c(C)nn2-c2ccccc2)c(C)c1CCC(=O)NCCCOC(C)C	-12%	2%	-5%	i	-2%
Cc1nc2ccc(C(=O)O)cc2c2c1CC(C)S2 (stereo unspecified)	-2%	6%	18%	0.3%	-15%
CC(C)OCCCNC(=O)c1ccc(N(C)S(C)(=O)=O)cc1	-24%	1%	-8%	i	1%
CCOc1ccccc1OCCCC(=O)Nc1cccc(-n2cnnn2)c1C	-2%	-5%	20%	8.7%	nt
COC(=O)Nc1ccc(S(=O)(=O)N2CCCc3ccccc32)cc1	-2%	9%	-3%	i	-6%
C/C(=N\Nc1ccc(Cl)c(C(=O)O)c1)c1cccc([N+](=O)[O-])c1	2%	9%	10%	1.8%	15%
O=C(Nc1ccccc1)OCC1CCCN2CCCCC12 (stereo unspecified)	3%	-11%	-5%	0.9%	-6%	inhibitors of VEEV 10K pilot screen=0.4
Cc1scc(-c2n[nH]c(=S)n2C(C)c2ccccc2)c1C (stereo unspecified)	0%	-16%	-4%	0.6%	-6%
Cc1nnc(SCC(=O)Nc2ccccc2F)n1Cc1ccco1	2%	1%	0%	i	8%
Cc1ccc(-c2nc(COC(=O)C3=NN(c4ccccc4)C(=O)CC3)cs2)cc1	-2%	66%	57%	0.7%	nt
Cc1ccc(S(=O)(=O)N2CCN(S(=O)(=O)c3c(C)n[nH]c3C)CC2)cc1C	-13%	-10%	-17%	i	nt
Cc1nn(CC(=O)NC(=O)NC2CCCCC2C)c(=O)c(C#N)c1C (stereo unspecified)	2%	-9%	-12%	1.6%	4%
COc1cc(O)cc2c1cc([N+](=O)[O-])c1c(C(=O)O)cc3c(c12)OCO3	1%	2%	-5%	0.3%	nt
CCOC(=O)c1sc(=S)n(-c2ccc(C)cc2)c1SC	-7%	3%	29%	0.9%	4%
CN1CCN(CCOC2c3ccccc3CSc3ccc(Cl)cc32)CC1 (stereo unspecified)	8%	8%	79%	i	5%
COC(=O)CCN(c1ccccc1)S(=O)(=O)c1ccc(OC)cc1	0%	0%	-7%	0.5%	2%

Results, from the first entry:
SMILES	H1N1 NS1A inhibition	H37Rv inhibition	M. tuberculosis	inhibitors of VEEV	PhoP GFP inhibition	others
Cc1nc2c(c(C)nn2-c2ccccc2)c(C)c1CCC(=O)NCCCOC(C)C	-12%	2%	-5%	i	-2%
Cc1nc2ccc(C(=O)O)cc2c2c1CC(C)S2 (stereo unspecified)	-2%	6%	18%	0.3%	-15%
CC(C)OCCCNC(=O)c1ccc(N(C)S(C)(=O)=O)cc1	-24%	1%	-8%	i	1%
CCOc1ccccc1OCCCC(=O)Nc1cccc(-n2cnnn2)c1C	-2%	-5%	20%	8.7%	nt
COC(=O)Nc1ccc(S(=O)(=O)N2CCCc3ccccc32)cc1	-2%	9%	-3%	i	-6%
C/C(=N\Nc1ccc(Cl)c(C(=O)O)c1)c1cccc([N+](=O)[O-])c1	2%	9%	10%	1.8%	15%
O=C(Nc1ccccc1)OCC1CCCN2CCCCC12 (stereo unspecified)	3%	-11%	-5%	0.9%	-6%	inhibitors of VEEV 10K pilot screen=0.4
Cc1scc(-c2n[nH]c(=S)n2C(C)c2ccccc2)c1C (stereo unspecified)	0%	-16%	-4%	0.6%	-6%
Cc1nnc(SCC(=O)Nc2ccccc2F)n1Cc1ccco1	2%	1%	0%	i	8%
Cc1ccc(-c2nc(COC(=O)C3=NN(c4ccccc4)C(=O)CC3)cs2)cc1	-2%	66%	57%	0.7%	nt
Cc1ccc(S(=O)(=O)N2CCN(S(=O)(=O)c3c(C)n[nH]c3C)CC2)cc1C	-13%	-10%	-17%	i	nt
Cc1nn(CC(=O)NC(=O)NC2CCCCC2C)c(=O)c(C#N)c1C (stereo unspecified)	2%	-9%	-12%	1.6%	4%
COc1cc(O)cc2c1cc([N+](=O)[O-])c1c(C(=O)O)cc3c(c12)OCO3	1%	2%	-5%	0.3%	nt
CCOC(=O)c1sc(=S)n(-c2ccc(C)cc2)c1SC	-7%	3%	29%	0.9%	4%
CN1CCN(CCOC2c3ccccc3CSc3ccc(Cl)cc32)CC1 (stereo unspecified)	8%	8%	79%	i	5%
COC(=O)CCN(c1ccccc1)S(=O)(=O)c1ccc(OC)cc1	0%	0%	-7%	0.5%	2%
COc1ccccc1NC(=O)CN1CCN(S(=O)(=O)c2ccc(Br)cc2)CC1	-5%	nt	nt	5.7%	nt
CN(CC(=O)Nc1cccc(F)c1)C(=O)c1ccc(N2CCOCC2)c([N+](=O)[O-])c1	-11%	5%	-4%	2.5%	-8%
O=C(COC(=O)/C=C/c1ccc(OC(F)F)cc1)Nc1cccc(S(=O)(=O)N2CCCC2)c1	-9%	66%	11%	1.4%	7%
O=C(O)c1nccnc1C(=O)Nc1ccccc1N1CCOCC1	3%	0%	-11%	0.1%	3%
CS(=O)(=O)N(CC(=O)NCc1ccc2c(c1)OCO2)Cc1ccc(Cl)cc1	3%	-5%	6%	i	3%
CCSc1nnc(C)n1-c1ccc(C(=O)O)cc1	-7%	-3%	-7%	0.2%	-4%
OCc1nc2ccccc2n1CCCCOc1ccccc1	-23%	0%	34%	i	-22%
Cn1nc(C(C)(C)C)c([N+](=O)[O-])c1C(=O)N1CCOCC1	-5%	-2%	-7%	2.0%	12%
Cc1ccc(S(=O)(=O)N(C)C)cc1NC(=O)COC(=O)CCC1CCCC1	4%	7%	50%	1.0%	-6%
Cc1ccc(C)c(NC(=O)COc2cccc3c2CCN(Cc2ccccc2C)C3=O)c1	6%	8%	6%	?	-6%
NC(=O)Nc1ccc(C(=O)OCC(=O)N2CCc3ccccc3C2)cc1	-7%	-8%	27%	5.8%	nt
S=C1CCSc2ccc(Cl)cc2N1	-5%	nt	nt	1.5%	nt
COc1ccc(CNC(=O)CSc2nnc(C(F)(F)F)n2C)cc1	-9%	2%	-1%	8.6%	12%
Cc1c(O)cc2n(c1=O)-c1ccc(Cl)cc1C2(C)C	7%	-11%	-14%	0.5%	10%
NC(=O)c1ccc(-n2nnnc2SCC(=O)Nc2ccc(N3CCOCC3)c(Cl)c2)cc1	0%	12%	0%	0.8%	5%
COc1ccc(C2C3=C(CC(C)(C)CC3=O)Oc3ncn(Cc4ccco4)c(=N)c32)cc1 (stereo unspecified)	>100µM*	5%	32%	i	-4%
COc1ccc(-c2ccc(-c3noc(-c4ccco4)n3)c(OC)n2)cc1	7%	12%	9%	1.2%	-1%
CC1CN(S(=O)(=O)c2ccc(C(=O)OCc3ccc(C#N)cc3)cc2)CC(C)O1 (stereo unspecified)	-9%	3%	-9%	3.2%	nt
O=C(Nc1ccccn1)c1ccc2c(=O)n3c(nc2c1)CCCCC3	-8%	-4%	23%	9.5%	nt
CCC1(CC)C(=O)C2=C3C1[C@H](C(=O)OC)C=C(C(=O)OC)C[C@H]3[C@H]1C(=O)NC(=O)[C@H]1[C@H]2C (stereo partly specified)	-5%	-2%	-2%	0.6%	-2%
COc1ccc(N2CCN(C(=O)c3cc(C)on3)CC2)cc1	14%	17%	21%	1.3%	-6%
CC(C)COc1ccc(C(=O)OCC(=O)NCc2cccs2)cc1	-10%	2%	46%	0.6%	nt
CC(C)NC(=O)CSc1ccccc1C(=O)N1CCN(S(=O)(=O)Cc2ccccc2)CC1	4%	nt	nt	0.2%	nt
CC(C)NS(=O)(=O)c1ccc2c(c1)NCC2	2%	-5%	-1%	2.1%	-3%
COc1ccccc1/C=C\C=N\n1c(-c2ccc(Cl)cc2)n[nH]c1=S	10%	10%	1%	11%	0%
O=C(CSc1ccccc1)N1CCCC(Nc2ccccc2)C1 (stereo unspecified)	-12%	-3%	17%	0.7%	-6%
Cc1cnc(C(=O)OC(C(=O)Nc2cc(C(F)(F)F)ccc2Cl)c2ccccc2)cn1 (stereo unspecified)	-2%	-2%	5%	1.5%	-5%
CNc1nc(OCC(F)(F)F)nc(OCC(F)(F)F)n1	-8%	5%	1%	0.6%	3%
O=C(c1ccco1)N1N=C(c2ccc(Br)cc2)CC1(O)C(F)(F)F (stereo unspecified)	3%	1%	29%	1.9%	8%
CCOC(=O)C1CCN(C(=O)Nc2ccc3nccnc3c2)CC1	0%	-13%	-3%	1.4%	0%
C[C@@H]1CN([C@H](C)CO)C(=O)Cc2cc(NS(=O)(=O)c3cn(C)cn3)ccc2O[C@H]1CN(C)S(=O)(=O)c1ccc(Cl)cc1	18%	3%	2%	i	nt
O=C(NC1CCCCC1)c1ccccc1C(F)(F)F	-3%	-5%	-11%	i	9%
CC(C)Cn1cnc2c(SCc3ccccc3Cl)nc(N)nc21	7%	nt	nt	9.3%	nt
Cn1cccc1C(=O)NC(=O)COC(=O)CNC(=O)CNC(=O)c1ccc(Cl)cc1Cl	2%	26%	5%	0.6%	-11%
COc1cc(/C=C2\SC(=O)N(c3ccc(O)cc3)C2=O)cc(OC)c1OC	5%	4%	21%	4.8%	1%
CC(=O)c1ccc(NC(=O)C(C)OC(=O)C2CCN(c3ccc(C(F)(F)F)cn3)CC2)cc1 (stereo unspecified)	-4%	-4%	48%	6.1%	-11%
CCC1CCCCN1CCCNC(=O)c1cn(C)c2ccc(S(=O)(=O)N(C)C3CCCCC3)cc2c1=O (stereo unspecified)	2%	2%	51%	2.4%	-4%
CN(CCCOc1ccccc1F)Cc1ccccc1	21%	12%	65%	i	-8%
NCCCCC(N)c1cn([C@@H](CCC(=O)O)C(=O)N2CCNCC2)nn1 (stereo partly specified)	-9%	-3%	-4%	0.4%	-6%	inhibitors of VEEV 10K pilot screen=0.3
COc1ccccc1CC(=O)NNC(=O)c1ccc(C(C)(C)C)cc1	-8%	-1%	-6%	2.4%	-8%
CC1(c2ccccc2)NC(=O)N(CC(=O)N2CCN(S(=O)(=O)c3cccc(C(F)(F)F)c3)CC2)C1=O (stereo unspecified)	-3%	nt	nt	2.4%	nt
O=C(CSc1ccccc1)N1CCCC(N2CCN(c3ccc(F)cc3)CC2)C1 (stereo unspecified)	1%	8%	37%	i	7%
CC12CN3CC(C)(CN(C1)C3c1ccc(Br)cc1)C2=O (stereo unspecified)	-2%	-3%	-21%	i	-6%
Cc1ccc(C(=O)N(CCC2=CCCCC2)c2c(N)n(Cc3ccccc3)c(=O)[nH]c2=O)o1	-10%	6%	21%	11%	-3%

More records follow:
SMILES	H1N1 NS1A inhibition	H37Rv inhibition	M. tuberculosis	inhibitors of VEEV	PhoP GFP inhibition	others
COC(=O)C1=C(c2ccc(F)cc2OCc2ccccc2)C[C@@H]2CC[C@H]1N2C(=O)NCC1CC1	-15%	-4%	35%	1.6%	nt
COc1ccc(NC(=O)NCCCN2CCC(Cc3ccccc3)CC2)cc1	0%	9%	4%	11%	-4%
CN1C(=O)/C(=C\c2ccco2)N=C1c1ccc(Cl)cc1Cl	1%	26%	13%	1.6%	-1%
COc1ccc(Cl)cc1NC(=S)N1CCN(c2ccccn2)CC1	-11%	3%	-1%	9.7%	-4%
O=C(N/N=C/c1cccc2nccnc12)c1ccncc1	nt	?	1.1µM*	0.7%	8%
CC1(N2CCCCC2)C(=O)c2ccccc2C1=O	10%	-8%	-8%	1.4%	5%
CC(c1ccccc1)C(OC(=O)c1cccc([N+](=O)[O-])c1C(=O)O)c1ccccc1 (stereo unspecified)	3%	nt	nt	1.2%	nt
Cn1c(=O)[nH]c(=O)c2c1nc(N1CCNCC1)n2Cc1ccccc1Cl	6%	1%	-4%	0.7%	0%
Cc1cc(C)c(C)c(S(=O)(=O)N2CCN(C(=O)CCC(=O)N3CCOCC3)CC2)c1C	-18%	-1%	-7%	1.3%	7%
Cc1ccsc1/C=C(/C#N)C(=O)NCc1ccccc1	-2%	12%	2%	i	-1%
O=C(COC(=O)C1=COCCO1)Nc1ccc(OC(F)F)cc1	0%	?	28%	0.6%	-7%
CC1Cc2nc(SCC(=O)Nc3ccccc3F)n(C)c(=O)c2S1 (stereo unspecified)	4%	0%	24%	1.6%	-4%
COC(=O)CNC(=O)c1cccc(F)c1	3%	-2%	6%	0.5%	-2%
O=C(CC(c1ccccc1)c1ccccc1)OCn1nnc2ccccc2c1=O	-2%	1%	-7%	1.2%	-3%
CCc1nn(CC(=O)NCCCN2CCc3ccccc3C2)c(=O)c2cc3sccc3n12	4%	-2%	64%	0.1%	9%
CCC1CCCCN1CCCNC(=O)Cn1c2ccccc2c2nc(=O)cc(C)n21 (stereo unspecified)	3%	4%	9%	0.5%	1%
